# Screening data: PubChem BioAssay, Icahn School of Medicine at Mount Sinai
# ROC1-CUL1 inh: inhibitors of human ROC1-CUL1 ubiquitin ligase activity; in vitro K48 di-Ub FRET, acceptor:donor ratio, 45 min; 140,000 compounds, 0.6% hits; P62877+Q13616; inhibition, % at 10 µM; in the data active = inhibition above about 25%
# Target sequence (P62877 whole entry, looked up): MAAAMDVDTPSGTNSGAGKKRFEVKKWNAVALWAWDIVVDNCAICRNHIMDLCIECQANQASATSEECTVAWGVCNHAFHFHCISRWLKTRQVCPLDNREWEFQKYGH
# Target sequence (Q13616 whole entry, looked up): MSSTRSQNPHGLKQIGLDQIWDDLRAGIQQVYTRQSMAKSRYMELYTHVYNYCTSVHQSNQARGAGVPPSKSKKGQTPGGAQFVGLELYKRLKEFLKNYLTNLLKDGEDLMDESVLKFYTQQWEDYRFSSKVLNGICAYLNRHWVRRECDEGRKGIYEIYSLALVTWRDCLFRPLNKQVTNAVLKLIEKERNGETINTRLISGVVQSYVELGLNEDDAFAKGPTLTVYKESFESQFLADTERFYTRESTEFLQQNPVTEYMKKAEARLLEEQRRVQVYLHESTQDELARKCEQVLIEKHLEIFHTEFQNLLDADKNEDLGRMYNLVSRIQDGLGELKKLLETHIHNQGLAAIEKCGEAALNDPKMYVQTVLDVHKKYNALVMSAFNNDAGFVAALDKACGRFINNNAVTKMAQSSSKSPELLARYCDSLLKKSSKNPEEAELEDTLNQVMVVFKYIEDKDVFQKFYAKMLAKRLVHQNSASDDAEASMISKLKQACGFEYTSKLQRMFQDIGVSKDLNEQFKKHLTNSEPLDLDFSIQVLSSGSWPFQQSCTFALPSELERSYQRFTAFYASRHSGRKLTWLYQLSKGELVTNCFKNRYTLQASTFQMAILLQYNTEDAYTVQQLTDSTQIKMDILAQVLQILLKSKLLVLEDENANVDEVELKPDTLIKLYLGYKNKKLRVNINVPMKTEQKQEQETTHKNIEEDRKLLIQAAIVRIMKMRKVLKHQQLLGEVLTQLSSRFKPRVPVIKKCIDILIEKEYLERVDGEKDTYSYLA
# * hit, by the source's call; & = joins results of further samples. These rows are one share of the data. The share of hits here may be higher or lower than overall.
SMILES,ROC1-CUL1 inh
COc1ccc(-n2c(SCc3ccccc3F)nc3c([nH]c4ccccc43)c2=O)cc1,1
Cc1cc(C)c2c(=O)[nH]c(SCC(=O)c3ccc(O)c(O)c3)nc2n1,4
Cc1ccc(-n2nnnc2/C(=C/N(C)C)C(=O)c2cccc(C(F)(F)F)c2)cc1,-1
CC(O)c1cc(Cl)ccc1Sc1cc(Cl)ccc1Cl (configuration not stated),-14
CCC1CCCCN1CCCNC(=O)c1ccc2c(c1)c(C)c(C)n2CC (configuration not stated),3
COc1ccccc1/C=C/CN1CCC(N2CCCC(C(=O)NC3CC3)C2)CC1 (configuration not stated),12
COCc1cc(C)nc2sc(C(=O)N(c3ccccc3)c3ccccc3)c(NC(=O)c3ccco3)c12,-1
Cn1c(Cn2cnc3ccccc32)nnc1SCC(=O)Nc1cccc(C(F)(F)F)c1,8
CCOC(=O)c1cc(NC(=O)CSc2nnc(COc3ccccc3)n2N)ccc1Cl,-8
CCOc1ccc2nc(N3CCCN(C/C(C)=C/c4ccco4)CC3)nc(C)c2c1,11
COc1cccc(OCC(=O)NNC(=O)C(c2ccccc2)c2ccccc2)c1,-12
Cc1ccc(OCCn2nnc3sc4c(c3c2=O)CCC(C(C)(C)C)C4)cc1 (configuration not stated),4
CCn1cc(CN2CCCC2C(=O)Nc2ccc(-c3cscn3)cc2)cn1 (configuration not stated),3
COc1cc(-c2[nH]nc3c2C(c2ccc(F)cc2)C(C#N)C(=N)O3)cc(OC)c1OC (configuration not stated),1
CCN1CCCC1CNC(=O)c1cnn(-c2ncc3c(n2)-c2ccccc2CCC3)c1C1CC1 (configuration not stated),2
COc1ccc(OCC(=O)Nc2nc(-c3ccc(F)cc3)cs2)cc1,0
COc1ccc2nc(CCN(C)C(=O)CC3(c4ccccc4OC)CC(=O)N(C)C3=O)[nH]c2c1 (configuration not stated),13
C#CCN1C(=O)C(O)(CC(=O)c2ccc(C)cc2)c2ccccc21 (configuration not stated),0
CCO/C(C)=C1\N=C(c2ccc(Cl)cc2)OC1=O,-2
CCOC(=O)c1ccccc1NC(=O)N1CCC(CN2CCOCC2)CC1,1
CCc1ccc(NC(=O)Cn2nnc(C(=O)NCCc3ccccc3)c2N)cc1,-5
CCCc1nc([N+](=O)[O-])c(S(=O)(=O)c2ccccc2)n1CC(C)C,-2
CC1=Nc2ncnn2C(c2ccc(Cl)cc2)C1C(=O)Nc1ccccc1C (configuration not stated),-4
COc1ccccc1NS(=O)(=O)/C=C/c1ccccc1,2
COc1cc(CC(=O)NC2CCCN(c3ncccn3)C2)cc(OC)c1OC (configuration not stated),10
Clc1csc(Br)c1-c1c(Cl)csc1Br,0
CCOc1cc(C2CC(=O)Nc3cc4c(cc32)OCCO4)ccc1O (configuration not stated),-3&1
COc1ccc(C(C)C)cc1S(=O)(=O)NCCc1c(C)[nH]c2ccc(C)cc12,5
CC(=O)N1CCC(=O)N(C)c2ccccc21,7
O=S(=O)(c1ccc(Cl)cc1)c1nc(-c2ccccc2)oc1N1CCN(c2ccccc2)CC1,-3
Cc1ccc(CNc2ncnc3nc[nH]c23)cc1,-9
COCCN(Cc1ccc(OC)cc1)C(NC(=O)c1ccc(Cl)cc1)(C(F)(F)F)C(F)(F)F,0
COc1cccc(NC(=O)c2cnc(SCC(=O)N3CCCc4ccccc43)n(C)c2=O)c1,-2
CC(=Nc1ccc(Cl)cc1C1COC(=O)C1=N)c1ccco1 (configuration not stated),-1
CN(C)CCNc1ncnc(N2CCOCC2)c1[N+](=O)[O-],4
CCOc1ccc(N2CC(c3nc(-c4cc(OC)c(OC)c(OC)c4)no3)CC2=O)cc1 (configuration not stated),-2
CCN(C(=O)CCS(=O)(=O)c1cc2[nH]c(=O)c(=O)[nH]c2cc1C)c1ccccc1,10
O=C(Cn1c2ncccc2c(=O)n1-c1ccccc1)Nc1ccc(Cl)cc1C(F)(F)F,-10
CCOCc1nnc(NC(=O)COC)s1,0
NC(N)=N/N=C/C=C/c1ccccc1,5
O=C(Nc1ccc(OC(F)(F)Cl)cc1)c1cc2ccccc2oc1=O,5
CC(C)CN(CC(C)C)c1nc(-c2ccc(Cl)cc2)nc2ccccc12,9
Cc1cccc2c1NC(C)(C)c1ssc(=Nc3ccc(Cl)c(Cl)c3)c1-2,2
COc1ccc(C(=O)OC(C(=O)c2ccc(C)c(C)c2)c2ccccc2)cc1 (configuration not stated),3
Cc1cccc2cc(C3C4=C(CCCC4=O)OC(=N)C3C#N)c(Cl)nc12 (configuration not stated),-6
CCCc1cc(=O)[nH]c(N2CCN(c3ccc(OC)cc3)CC2)n1,5
COc1cccc(NC(=O)Cn2nnc(C(=O)NCc3ccc4c(c3)OCO4)c2N)c1,13
Cc1oc2ccc(O)c(CN3CCCCCC3)c2c1C(=O)Nc1cccc(Cl)c1C,2
COc1ccc(NS(=O)(=O)c2ccc(Cl)cc2)cc1OC,-1
COc1cc(/C=N/NC(=O)c2ccncc2)c(Br)c(Br)c1O,9

# The results go on.
SMILES,ROC1-CUL1 inh
Cc1cccc(NC(=O)CCCn2nc(C)c3c(C)n(-c4ccccc4)nc3c2=O)c1C,-8
CCCOC(=O)c1cccc(Nc2nc(CCC)cc(=O)[nH]2)c1,-4
CCOC(=O)c1c(Nc2ccccc2)sc(C(C)=O)c1O,4
Cc1ccccc1NCc1nnc(SCC(=O)N/N=C/c2cn(C)nc2C)n1C,-3
Cc1nn(C(C)C(=O)Nc2cccc(Cl)c2)c(C)c1[N+](=O)[O-] (configuration not stated),1
N#CC1C(=N)Oc2cc3c(cc2C1c1ccc(OCc2ccc(Cl)c(Cl)c2)cc1)OCO3 (configuration not stated),4
CCC1CN(C(=O)Nc2cc(C)cc(C)c2)c2ccccc2O1 (configuration not stated),0
CC(=O)c1ccc(NC(=O)c2sc(-n3nc(C)c(CCC(C)C)c3C)nc2C)cc1,-1
COc1ccc(CNC(=O)c2cc(Nc3ccc(OC)cc3OC)nc3ccccc23)cc1,-1
CN1CCCC2(CCN(Cc3cccc(Cl)c3)C2)C1=O (configuration not stated),-7
COc1ccc(Cl)c2sc(NC(=O)c3ccc(S(=O)(=O)N4CCOCC4)cc3)nc12,-4
COc1cccc(NC(=O)C(=O)NCC(c2ccc3c(c2)OCO3)N2CCOCC2)c1 (configuration not stated),5
CCCN1CCN(C(=O)c2cc(Br)ccc2Cl)CC1,-6
COc1ccccc1CNC(=O)C1CCN(C2NS(=O)(=O)C(c3ccc(C)c(C)c3)C2C)CC1 (configuration not stated),1
COC(=O)c1cc(OC)c2c(c1)sc1ccccc12,-2
CC12C=CC(C)(O1)C1C(=O)N(c3cccc(C(F)(F)F)c3)C(=O)C12 (configuration not stated),3
C/C(=N\NC(=O)c1csc(C)c1C)c1ccc(Cl)s1,-1
COCCNC(=O)c1ccc(OC(C)C)cc1,8
O=C(O)CSc1cc(NS(=O)(=O)c2ccc3ccccc3c2)c2ccccc2c1O,89*
O=C(NCCN1CCOCC1)c1ccc(Br)s1,1
COc1ccc(N2CCN(C(CNC(=O)CC(C)C)c3ccc4c(c3)OCO4)CC2)cc1 (configuration not stated),-2
CN1C(=O)C(C(=O)CC#N)C(=Nc2ccccc2)N(C)C1=O (configuration not stated),6
CCOc1ccc(/C=C2\C(=O)NN(c3ccc(Cl)c(Cl)c3)C2=O)cc1OCC,1
C/C(=N\NC(=O)C(NC(=O)c1ccccc1)C(C)C)C(C)NC(=O)c1ccccc1 (configuration not stated),-18
CCC(C)N1C(=O)S/C(=C/c2ccc(Sc3nc4ccccc4[nH]3)o2)C1=O (configuration not stated),-4
CCCc1c(C)nc(N2CCN(c3ccccc3OC)CC2)[nH]c1=O,2
O=C(c1cnc[nH]1)N1CCC(C2CCN(c3ncccn3)CC2)C1 (configuration not stated),-2
O=C(Nc1ccc(Br)cc1C(=O)O)c1cccs1,0
COc1ccc(S(=O)(=O)Oc2cc(C)c(Cl)cc2C(C)C)cc1,-5
Cc1cc(=O)n(CC(=O)Nc2ccc([N+](=O)[O-])cc2)c(-n2nc(C)cc2C)n1,-4
CCCc1nc(-c2ccccc2)c(-c2ccc(OC)c(OC)c2)c(=O)[nH]1,-10
c1ccc(Cc2cn(CC3CCCNC3)nn2)cc1 (configuration not stated),7
Cc1ccc(C(=O)CSc2nc3cc(C(=O)NC4CCCC4)ccc3c(=O)n2CC2CCCO2)cc1 (configuration not stated),-2
Clc1nc(-c2ccccc2)nc(-c2ccccc2)c1Br,1
CCOC(=O)c1c(C)sc(-c2c(-c3cc(C)ccc3C)[nH]c3c2c(=O)[nH]c(=O)n3C)c1O,49*
CN(c1ccc(N(C)C(C)(C)C)cc1)C(C)(C)C,-14
FC(F)(F)c1ccc(N2CCCC(NC3CCN(Cc4ccco4)CC3)C2)nc1 (configuration not stated),-4
CC1(C)C2N=NC1C1C3CCC(C3)C12 (configuration not stated),12
CC(C)Cn1c(CN2CCN(C3CCCCC3)CC2)cnc1S(C)(=O)=O,11
COc1cccc(NC(=O)C(=O)NCCc2csc3nc(-c4ccccc4C)nn23)c1,-10

# Another view of 19 compounds above:
SMILES | ROC1-CUL1 inh
O=C(O)CSc1cc(NS(=O)(=O)c2ccc3ccccc3c2)c2ccccc2c1O | 89*
O=C(NCCN1CCOCC1)c1ccc(Br)s1 | 1
COc1ccc(N2CCN(C(CNC(=O)CC(C)C)c3ccc4c(c3)OCO4)CC2)cc1 (configuration not stated) | -2
CN1C(=O)C(C(=O)CC#N)C(=Nc2ccccc2)N(C)C1=O (configuration not stated) | 6
CCOc1ccc(/C=C2\C(=O)NN(c3ccc(Cl)c(Cl)c3)C2=O)cc1OCC | 1
C/C(=N\NC(=O)C(NC(=O)c1ccccc1)C(C)C)C(C)NC(=O)c1ccccc1 (configuration not stated) | -18
CCC(C)N1C(=O)S/C(=C/c2ccc(Sc3nc4ccccc4[nH]3)o2)C1=O (configuration not stated) | -4
CCCc1c(C)nc(N2CCN(c3ccccc3OC)CC2)[nH]c1=O | 2
O=C(c1cnc[nH]1)N1CCC(C2CCN(c3ncccn3)CC2)C1 (configuration not stated) | -2
O=C(Nc1ccc(Br)cc1C(=O)O)c1cccs1 | 0
COc1ccc(S(=O)(=O)Oc2cc(C)c(Cl)cc2C(C)C)cc1 | -5
Cc1cc(=O)n(CC(=O)Nc2ccc([N+](=O)[O-])cc2)c(-n2nc(C)cc2C)n1 | -4
CCCc1nc(-c2ccccc2)c(-c2ccc(OC)c(OC)c2)c(=O)[nH]1 | -10
c1ccc(Cc2cn(CC3CCCNC3)nn2)cc1 (configuration not stated) | 7
Cc1ccc(C(=O)CSc2nc3cc(C(=O)NC4CCCC4)ccc3c(=O)n2CC2CCCO2)cc1 (configuration not stated) | -2
Clc1nc(-c2ccccc2)nc(-c2ccccc2)c1Br | 1
CCOC(=O)c1c(C)sc(-c2c(-c3cc(C)ccc3C)[nH]c3c2c(=O)[nH]c(=O)n3C)c1O | 49*
CN(c1ccc(N(C)C(C)(C)C)cc1)C(C)(C)C | -14
FC(F)(F)c1ccc(N2CCCC(NC3CCN(Cc4ccco4)CC3)C2)nc1 (configuration not stated) | -4

# Going on with the list.
SMILES,ROC1-CUL1 inh
CCOc1ccc(-n2c(=O)c3c4c(sc3n(Cc3cc(=O)n5cc(Cl)ccc5n3)c2=O)CCC4)cc1,-7
CC(C)Cc1nc(N2CCCCCC2)c2ccccc2n1,12
Cc1c(C=S)c2ccccc2n1C,-2
c1ccc(C2=NN3C(C2)c2ccccc2OC3c2cccnc2)cc1 (configuration not stated),5
CC1CCc2c(sc3ncnc(Oc4ccc(Cl)cc4)c23)C1 (configuration not stated),5
O=C(Cn1nnnc1CN1CCOCC1)NCc1cnn(Cc2ccccc2)c1,2
CCc1[nH]nc2c1C(c1cc(Br)ccc1OC(F)F)C(C#N)C(=N)O2 (configuration not stated),2
CCN1CCSc2ccc(C(=O)NCc3cccc(F)c3)cc21,-5
O=C(/C=C/c1ccc(Cl)cc1Cl)Nc1cccc(NC(=O)c2ccco2)c1,-8
Cc1ccc(C(=O)COC(=O)CCCC(=O)Nc2cc(C(F)(F)F)ccc2Cl)cc1C,1
Cc1ccc(C)c(N(C)C(=O)CCNC(=O)Cn2cnc3ccccc3c2=O)c1,1
COc1cc(C2c3c(n[nH]c3-c3ccccc3)OC(=N)C2C#N)ccc1O (configuration not stated),10
CCCN1CCC(NC(=O)c2csc(CC)c2)CC1,-5
COc1cccc(C(=O)Nc2ccccc2-c2nc(-c3ccc(C)cc3)no2)c1,3
COC(=O)c1ccc(CN2CCC(CO)(Cc3ccccc3Cl)CC2)cc1,17
CN(CC1COCCO1)C(=O)C1CCN(c2nc(-c3ccccc3)nc3c2CCC3)CC1 (configuration not stated),-4
COc1ccc(OC)c(NC(=O)CSc2nc3ccccc3nc2N2CCCCC2)c1,-6
CNS(=O)(=O)c1cnccc1N1CCN(c2cccc(C)c2)CC1,6
Cc1ccc(N2CCN(c3ncnc4onc(-c5ccc(F)cc5)c34)CC2)c(C)c1,8
CCc1nc(CN2CCN(CC(C)(C)C)C(CCO)C2)c(C)[nH]1 (configuration not stated),14
Brc1ccc(-c2cncnc2)s1,3
FC(F)(F)c1cccc(N2CCC(N=CN=C3CCN(c4cccc(C(F)(F)F)c4)N3)=N2)c1,7
COc1ccc(-n2c(C)nc3cc(C(=O)NC4CCCC4)ccc32)cc1,-8
COc1ccccc1C(=O)N[C@@H]1c2ccccc2C2(CCN(C(=O)CCc3ccccc3)CC2)[C@H]1OC,9
N#CCc1n[nH]c(=S)n1C(=O)c1ccccc1Cl,1
COCCO[C@H]1[C@H](NC(=O)C(C)C)c2ccccc2C12CCN(C(=O)CCOc1ccccc1)CC2,-3
COc1cc(OC)c(C(=O)OC/C=C/c2ccccc2)cc1OC,-3
CCCc1nc2ccccc2n2c(-c3ccccc3)c3c(=O)n(C)c(=O)n(C)c3c12,-3
c1n[nH]c(Sc2nc(Sc3ncn[nH]3)nc(Sc3ncn[nH]3)n2)n1,13
CCN(CC)C(=O)C1C(C)=Nc2nc3ccccc3n2C1c1cccc(OC)c1 (configuration not stated),-1
